# Screening results deposited in PubChem BioAssay by PCMD.
# FXIa inh = human FXIa protease inhibitors, primary screen, biochemical, single compound per well; inhibition, % at 10 µM; purified human FXIa, fluorogenic AMC substrate cleavage; actives 0.3% (n = 33,000); AID 687, 2007;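 active = inhibition above 40% in the primary screen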;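 also: 0% = enzyme without compound and 100% = blank wells lacking enzyme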
# Target sequence (P03951 19-387 limits assumed): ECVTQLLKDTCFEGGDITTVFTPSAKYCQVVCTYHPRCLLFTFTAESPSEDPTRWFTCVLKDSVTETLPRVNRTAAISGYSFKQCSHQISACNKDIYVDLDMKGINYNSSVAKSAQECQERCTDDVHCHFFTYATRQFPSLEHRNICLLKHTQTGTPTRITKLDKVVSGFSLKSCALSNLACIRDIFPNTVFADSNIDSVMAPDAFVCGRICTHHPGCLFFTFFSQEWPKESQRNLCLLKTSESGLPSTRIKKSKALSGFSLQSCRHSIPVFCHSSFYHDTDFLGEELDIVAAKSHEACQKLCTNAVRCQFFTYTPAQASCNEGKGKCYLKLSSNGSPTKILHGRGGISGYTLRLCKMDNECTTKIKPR
# Target sequence (P03951 388-625 limits assumed): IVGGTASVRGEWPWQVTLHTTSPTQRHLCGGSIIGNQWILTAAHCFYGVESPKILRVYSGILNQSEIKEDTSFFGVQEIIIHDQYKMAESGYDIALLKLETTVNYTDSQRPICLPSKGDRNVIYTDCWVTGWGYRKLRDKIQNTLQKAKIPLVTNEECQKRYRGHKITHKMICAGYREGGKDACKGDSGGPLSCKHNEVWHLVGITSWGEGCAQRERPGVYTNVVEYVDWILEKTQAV
# FXIIa inh = human FXIIa protease inhibitors, primary screen, biochemical, single well; Coagulation factor XII (Homo sapiens), P00748; actives 0.2% (n = 33,000); purified human FXIIa, AMC substrate fluorescence, 2 h; inhibition, % at 10 µM; in the data active = inhibition above about 30%;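 also: 0% = enzyme with vehicle only and 100% = no enzyme blank; many of its hits are not listed in these tables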
# Starred values were filed as active, the others as inactive.
FXIa inh | FXIIa inh | molecule
2 | 2 | O=C(CN1CCN(Cc2ccccc2)C1=O)NCCCN1CCOCC1
6 | 7 | Cc1cccc(Nc2nnc(-c3ccc(C(=O)N4C[C@H]5C[C@H](C4)c4cccc(=O)n4C5)cc3)c3ccccc23)c1
4 | 9 | COc1ccc(CNC(=O)c2ccc(S(=O)(=O)N3CCCC3)cc2)cc1OC
-1 | -11 | CC1Cc2ccccc2N1Cc1nc2scc(-c3cccs3)c2c(=O)[nH]1 (stereo unspecified)
-4 | 5 | Clc1ccc2nc(CSc3nnc4ccccn34)cn2c1
-1 | 17 | Cc1nn(CC#N)c(=O)n1-c1ccc(F)cc1
25 | -12 | c1ccc(-c2nnc(SCc3nnc(-c4cccs4)o3)o2)cc1
15 | -2 | COc1ccc(NS(=O)(=O)c2ccc(SC)cc2)c(OC)c1
29 | -14 | CC(=O)C1CCN(Cc2ccccc2)CC1
-3 | 16 | Cc1cccc(C(=O)NNC2=C(C(=O)C(F)(F)F)CCC2)c1O
6 | 8 | CCOC(=O)c1ccc(N2C(=O)CC(Nc3ccc(CCO)cc3)C2=O)cc1 (stereo unspecified)
1 | 3 | COc1ccc(CCC(=O)Nc2ccc(-c3noc(-c4ccc(OC)c(OC)c4)n3)cc2)cc1
-10 | 4 | C[C@H](N)c1nnc(SCC(=O)c2ccc(Cl)cc2)o1
2 | 4 | O=C(Cn1nnc(-c2cccc(C(F)(F)F)c2)n1)N1CCCCCC1
-6 | 7 | CCCCCCSc1nc(O)c(C2OC(=O)c3c2ccc(OC)c3OC)c(=O)n1CC (stereo unspecified)
2 | -4 | COc1ccccc1CNC(=O)C1CCN(S(C)(=O)=O)CC1
-1 | 12 | CC(NC(=O)C1CCCN(C(=O)N(C)C)C1)c1ccccc1 (stereo unspecified)
-4 | -2 | COc1ccc(NC(=O)CSc2nnc(-c3ccccn3)n2N)cc1
6 | -2 | CCOc1cc(-c2cc(-c3ccccc3)nc(N)c2C#N)ccc1O
-5 | 1 | COC(=O)CCC(=O)Nc1ccc(C)cc1OC(=O)CCC(=O)OC
9 | 7 | CC([NH2+][O-])C(C)(C)NO (stereo unspecified)
30 | -15 | CC(=O)c1cccc(NC(=O)c2ccc(NS(C)(=O)=O)cc2)c1
-3 | 2 | COC(=O)CCSc1nccn1Cc1ccccc1
-15 | -23 | Cc1nc2cc(-c3ccc(Cl)cc3)nn2c(C)c1CCC(=O)NCc1ccco1
1 | 4 | CC1(C)CC(=O)C=C(Nc2ccc(S(N)(=O)=O)cc2)C1
-3 | 6 | COc1ccc(C2(C(=O)Nc3ccc(C(=O)N4CCOCC4)cc3)CCOCC2)cc1
-5 | 4 | N=c1nc(SCCC(=O)O)ss1
-4 | 4 | CCCNC(=O)c1csc2c1CCCCC2
-1 | -4 | CCCOc1ccc(N2C(=O)CC(SC(=NC)Nc3ccc(F)cc3)C2=O)cc1 (stereo unspecified)
4 | 5 | O=S(=O)(Nc1ccc(N2CCCCC2)cc1)c1cccc2cccnc12
9 | 5 | O=C(N/N=C/c1cccc([N+](=O)[O-])c1)c1ccc2nc[nH]c2c1
1 | -3 | O=C(O)CCc1ccc(-c2ccc(F)cc2)n1CC1CCCO1 (stereo unspecified)
7 | -1 | Cc1ccc(Cn2ccc(NC(=O)c3cc4nc(-c5ccco5)cc(C(F)(F)F)n4n3)n2)cc1
6 | 3 | CCOc1ccc(C=O)cc1CN1CCCCC1
8 | 10 | Oc1ccc(-c2cn3c(n2)SCC3)cc1O
32 | -14 | Cc1cc(NS(=O)(=O)c2ccc(NC(=O)NC(C)(C(F)(F)F)C(F)(F)F)cc2)no1
2 | 6 | CC1=C(C(=O)Nc2ccc(Br)cc2)C(c2ccco2)NC(=O)N1 (stereo unspecified)
-8 | -5 | COc1cc(C(=O)Nc2sc3c(c2C(=O)NCc2ccco2)CCCC3)cc(OC)c1OC
31 | -11 | CCC(C)(C)n1nnnc1C(C(C)C)N(CCN1CCOCC1)Cc1cc2cccc(C)c2[nH]c1=O (stereo unspecified)
4 | 3 | O=C(c1ccc(Br)o1)N1CCN(c2ccc3nnc(-c4ccc(F)cc4)n3n2)CC1
-9 | 6 | CC(C)(C)NS(=O)(=O)c1ccc(OCC(=O)NCCC2=CCCCC2)cc1
-1 | 4 | Cc1nc(SCC(=O)N2CCc3ccccc32)n[nH]1
18 | -10 | COc1nc(NCCN2CCOCC2)nc(Nc2ccc([N+](=O)[O-])cc2)n1
7 | 10 | CNC(=O)/C(C#N)=c1\s/c(=C/C(=O)OC)c(=O)n1-c1ccccc1
6 | 6 | Cc1ccc(Nc2ncnc3c2oc2ccccc23)cc1
-1 | 4 | COc1cc(OC)cc(C(=O)NCCSCc2ccco2)c1
-6 | -1 | CC1CCN(C(=S)c2ccc3c(c2)OCO3)CC1
2 | 6 | COC(=O)C1CCN(S(C)(=O)=O)CC1
3 | 0 | COc1ccc(C)cc1S(=O)(=O)N1CCC(C(=O)NCCC2=CCCCC2)CC1
-9 | 7 | O=C(CCC1CCCCC1)NCc1cccs1
5 | 6 | CCN(Cc1ccccc1)C(=O)COc1cc(=O)n(CC)c2ccccc12
2 | 4 | Cc1ccc(OCC(O)CN2CCN(CC(O)COC(C)C)CC2)c(C(C)(C)C)c1 (stereo unspecified)
-6 | 7 | Cc1cccc(N2CCN(S(=O)(=O)c3ccc4[nH]c(=O)c(=O)[nH]c4c3)CC2C)c1 (stereo unspecified)
-7 | 4 | COc1ccc(C2(CNC(=O)Cc3ccccc3)CCCC2)cc1OC
-9 | 8 | COC(=O)c1ccc(-n2nnnc2SC)cc1
-3 | 5 | CCOC(=O)c1c(-c2ccsc2)csc1N
-11 | -10 | Fc1ccc(CSc2nsc(SCc3ccc(F)cc3)n2)cc1
2 | -22 | Cc1nnc(-c2ccccc2)c[n+]1[O-]
-4 | -1 | Cc1cc(C)n2nc(C(=O)Nc3ccc(S(=O)(=O)N4CCCCC4)cc3)nc2n1
5 | 7 | O=C(Cn1cccc1)N1CCN(C(c2ccccc2)c2ccccc2)CC1

# New compounds follow.
FXIa inh | FXIIa inh | molecule
-2 | 4 | COc1ccc(C(=O)N2CCC(C(=O)Nc3ccc4c(c3)OCCO4)CC2)cc1
-5 | 2 | CCCC[n+]1ccn(-c2nc3ccccc3nc2[N-]S(=O)(=O)c2ccccc2)c1
21 | -6 | Cc1nc2ccccc2n1CC(O)Cn1c2ccccc2c2ccccc21 (stereo unspecified)
12 | 4 | COc1ccc(C)cc1NC(=O)C12CCC(C)(C(=O)O1)C2(C)C (stereo unspecified)
1 | 10 | OCCN=Cc1c(O)[nH]c2ccccc12
3 | 6 | Cc1ccc(/C(O)=C2/C(=O)C(=O)N(Cc3ccco3)C2c2cccs2)cc1 (stereo unspecified)
1 | 8 | COc1cccc(-c2csc(N3CCN(C(=O)Nc4ccc(F)cc4)CC3)n2)c1
3 | 4 | Clc1ccc2c(c1)C=Nc1c(NCc3ccccc3)ncnc1O2
1 | -5 | Cc1ccc(S(=O)(=O)N2CCN(S(=O)(=O)N3CCOCC3)CC2)c(C)c1
1 | 0 | CCCCOC(=O)CCc1n[nH]c(=O)[nH]c1=O
0 | -4 | CCc1nc2ccccc2c2nc3ccccc3n12
0 | 10 | CCOC(=O)C(CSCC(=O)c1ccc(Cl)cc1)NC(=O)OC(C)(C)C (stereo unspecified)
-6 | 5 | Cc1cccnc1NC(=O)C1CCN(S(=O)(=O)c2cccs2)CC1
4 | -1 | COCCNC(=S)NC12CC3CC(CC(C3)C1)C2
5 | 3 | COc1ccc(OC)c(NC(=O)C2C3CCC(O3)C2C(=O)O)c1 (stereo unspecified)
-8 | -7 | CC(C)CN(C(=O)c1nn(C)c(=O)c2ccccc12)c1nc2ccccc2s1
3 | -1 | Cc1ccc2c(c1)c1c(n2C)C(=O)CCC1
0 | -12 | Nc1nnnn1/N=C/C(Br)=C/c1ccccc1
4 | 4 | CCS(=O)(=O)N1CCC(c2nc(-c3ccc(C)cc3)no2)CC1
1 | -4 | Cc1cc(C(F)F)n2ncc(C(=O)NCCc3ccccc3Cl)c2n1
-15 | 3 | COc1ccc(NC(=O)c2cc3sccc3n2Cc2ccc(F)cc2)cc1OC
15 | 21 | CCOC(=O)C1=C2SCC(=O)N2C(N)=C(C#N)C1
-2 | 6 | COc1ccccc1NC(=O)c1cccc(NC(=O)c2ccco2)c1
-6 | -2 | O=C(CN1C(=O)NC2(CCCCCC2)C1=O)Nc1ccc(S(=O)(=O)N2CCOCC2)cc1
-1 | 5 | CN1C(=O)c2ccccc2C(C(=O)NCCCN2CCCC2=O)C1c1c[nH]c2ccccc12 (stereo unspecified)
1 | -14 | Cc1nn(C)cc1CNC(=O)Nc1ccc(Cl)cc1
-3 | 7 | Clc1ccc2nc(CSc3nncn3-c3ccccc3)cn2c1
2 | 4 | O=C(CNC(=O)c1ccco1)OCc1ccc(C(=O)Oc2ccccc2)cc1
-4 | 3 | COc1ccc(C(CC(=O)O)NS(=O)(=O)c2ccc(C)cc2)cc1 (stereo unspecified)
4 | 6 | CN1CC(=O)N/C1=N\C(=O)Nc1ccc2c(c1)N(C)C(=O)CS2
0 | 7 | CCCOc1ccc(CNC(=S)N/N=C/c2ccc([N+](=O)[O-])cc2)cc1
9 | 4 | CCCOc1ccc(C(C)=O)cc1CSc1nc(O)cc(=O)[nH]1
-3 | -1 | CCC(C)NC(=O)Cn1c(=O)n(CCCC(=O)NCc2ccccc2Cl)c(=O)c2ccccc21 (stereo unspecified)
-3 | 0 | Cc1cc(N2CCN(C/C=C/c3ccccc3)CC2)n2ncnc2n1
-4 | -1 | CC(C)c1nnc(NC(=O)c2cccnc2)s1
-2 | 10 | CC(C)(C)CC(=O)Nc1ccc(Nc2ccccc2)cc1
0 | 5 | Cc1cc(Cl)cc(Cl)c1OCCOc1cccc2cccnc12
-4 | 3 | CCN(CC)C(=O)c1oc2ccc(S(=O)(=O)N3CCCCCC3)cc2c1C
20 | -18 | O=C(CN1C(=O)c2ccccc2C1=O)N1CCN(C(=O)c2ccco2)CC1
-1 | 5 | O=C(C1CCN(S(=O)(=O)c2cccnc2)CC1)N1CCN(C2CCCC2)CC1
22 | 4 | O=C(CSc1nc2ccccc2c(=O)[nH]1)NCc1ccc(Cl)cc1
0 | 0 | COc1cc(S(=O)(=O)n2ccc(C)n2)c(OC)cc1Cl
-1 | 5 | CCN(CC)C(=O)c1ccc2c(=O)n(CCOC)c(=S)[nH]c2c1
-7 | 9 | COc1cccc(C(=O)Nc2cccc(-c3nnc(-c4ccco4)o3)c2)c1
-5 | 4 | CN(c1ccc(C(=O)NCc2ccco2)cc1)S(C)(=O)=O
-7 | 7 | CCCc1nnc(N2C(=O)c3cccc4cccc(c34)C2=O)s1
-4 | 7 | Cc1csc(SCC(=O)Nc2sc3c(c2C#N)CCC3)n1
0 | 0 | O=S(=O)(Nc1cccc2c1ccc1cccn12)c1cccs1
3 | 4 | O=C(Nc1cc(C(F)(F)F)ccc1F)C1CCCCC1
5 | 7 | CCOc1cc(C2Nc3cccc4cccc(c34)N2)ccc1O
8 | 2 | O=C(CSc1ncnc2sc3c(c12)CCCC3)c1ccccc1
10 | 4 | COCc1cc(C)nc(NCCc2ccccc2)c1C#N
0 | -4 | CCn1c(SCC(=O)Nc2ccccc2OC)nc2ccccc2c1=O
-4 | 3 | Cn1cnc2nc3n(c2c1=O)CCC3
1 | 7 | Cc1cc(NC(=O)C2CC(c3ccc(Cl)cc3)=NO2)no1 (stereo unspecified)
-1 | 5 | COc1ccccc1NC(=O)CCc1nc(-c2cccs2)no1
-5 | 3 | Cc1ccc(C)c(OCC(=O)N2CCOCC2)c1
-3 | 4 | CC(C)NC(=O)CSc1nnc(-c2ccco2)n1N
-2 | 0 | COc1ccc(Nc2nnc(SCC(=O)N3CCCC3)s2)cc1
3 | 4 | C/C(N)=C(/C#N)C(=O)CSc1nnnn1-c1ccccc1

# Next entries follow.
FXIa inh | FXIIa inh | molecule
6 | -57 | Cc1ccc(-c2cc(C(F)(F)F)c(C#N)c(SCCC#N)n2)o1
7 | 7 | CCC(CC)C(=O)NCCc1ccc(OC)c(OC)c1
-6 | 4 | COC(=O)CSc1nnc(CNS(=O)(=O)c2ccc(Cl)cc2)n1C
-4 | -9 | CCOc1ccc(NC(=O)CSc2nc(C)cc(C)n2)cc1
-7 | 4 | Cc1ccc(NC(=O)CCNS(=O)(=O)c2ccc3c(c2)oc(=O)n3C)c(C)c1
-1 | 6 | CCOCCCNC(=O)c1c[nH]c2ccc(S(=O)(=O)Nc3cccc(OC)c3)cc2c1=O
-2 | 2 | Cc1nc(NCCCN2CCOCC2)c2oc3ccccc3c2n1
7 | 13 | COc1ccc(N2CSC3=C(C#N)C(c4cc(OC)ccc4OC)CC(=O)N3C2)c(OC)c1 (stereo unspecified)
-6 | 0 | COc1ccc(N2CCN(Cc3nc4c(c(=O)n(C)c(=O)n4C)n3C(C)C(C)=O)CC2)cc1 (stereo unspecified)
-11 | 5 | O=C(NCc1ccccc1)c1ccc2c(=O)n(CCCN3CCCC3=O)c(=S)[nH]c2c1
-8 | 3 | C/C(=N\NC(N)=S)C12CC3CC(CC(C3)C1)C2
1 | 6 | COCCNC(=O)C(c1ccc(C)o1)N(Cc1ccco1)C(=O)c1snc(C(N)=O)c1N (stereo unspecified)
-1 | 1 | COc1ccc(NS(=O)(=O)c2ccc(OCC(=O)N3CCCC3)cc2)cc1

# These rows are one share of the data, so the mix of outcomes need not match the whole.
